HTRA1 inh = inhibitors of human serine peptidase HTRA1 | inhibition, % at 5.96 µM | hit rate 0.5% among 340,000 | recombinant HTRA1, FP-rhodamine activity-based probe, fluorescence polarization | AID 504803 | Q92743; in the data active = inhibition above about 36%;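 also: 0% = enzyme with DMSO and 100% = wells lacking enzyme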
TCR CD3 inh = inhibitors of human TCR-CD3 interaction; hit rate 0.37% among 360,000; inhibition, % at 9.4 µM; TAMRA-labeled TCR probe fluorescence, biochemical; AID 651800; in the data active = inhibition above about 19%;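 also: recombinant mutant TCR 2C K166C tagged with TAMRA read by polarization; 0% = receptor in buffer alone and 100% = receptor with positive control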
LEDGF integ inh = blocks HIV-1 LEDGF/p75-dependent DNA integration | inhibition, % at 3.7 µM | TR-FRET IN-LEDGF/p75 DNA integration, Eu/Cy5 | hit rate 0.64% among 370,000;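 active = inhibition above the screen-wide mean plus 3 SD, cut at about 13% in these data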;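 also: signal is the Cy5 over europium emission ratio at 671 and 618 nm; 0% = plate median of compound wells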
TDP2 absorb = TDP2 (human) inhibition, absorbance primary screen. hit rate 0.34% among 370,000. O95551. recombinant TDP2, T5PNP hydrolysis, p-nitrophenol absorbance 415 nm. inhibition, % at 12.8 µM;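 active = inhibition above the mean of all tested compounds plus 3 SD, set per campaign, cut at about 25% in these data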;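 also: 0% = DMSO with enzyme and 100% = buffer with substrate but no TDP2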
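System – recombinant human TDP2 · Quantity – TDP2 enzyme at 120 nM final · Doses – single concentration, 12.8 µM nominal, with 1% DMSO · Incubation – 2 h at 37 °C · Measured by – epi absorbance of p-nitrophenol freed from T5PNP by hydrolysis · Read-out – % inhibition relative to enzyme-containing and enzyme-free wells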
ABHD4 inh = ABHD4 (mouse) inhibition, primary FP screen; hit rate 0.54% among 370,000; purified mABHD4, FP-Rh probe fluorescence polarization; inhibition, % at 8.92 µM; AID 720543; Q8VD66;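 active = inhibition exceeding the mean over every tested compound plus 3 SD, cut at about 30% in these data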;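 also: 0% = plate median of compound wells and 100% = S159A mutant with DMSO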
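assay system = mABHD4 protein | compound dosing = single nominal dose of 8.92 µM, 0.89% DMSO final | read-out basis = percent inhibition of probe binding, normalized to plate controls | schedule = Enzyme–compound pre-incubation 45 min, then probe 60 min, both 25 °C | detection = fluorescence polarization, excitation 525 nm, emission 598 nm, BODIPY TMR filters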
PG9 Ab binder = PG9 antibody binding by small molecule | TR-FRET gp120-PG9 antibody binding | inhibition, % at 6.7 µM | hit rate 0.43% among 360,000; in the data active = inhibition above about 8.5%
PRMT1 inh = PRMT1 (human) inhibition, primary screen; recombinant PRMT1, activity-based probe fluorescence polarization; inhibition, % at 2.79 µM; hit rate 1.3% among 370,000; Q99873;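 active = inhibition above about 21% made by adding two undisclosed values, limit read from the data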
Target sequence (Q99873 whole entry, looked up): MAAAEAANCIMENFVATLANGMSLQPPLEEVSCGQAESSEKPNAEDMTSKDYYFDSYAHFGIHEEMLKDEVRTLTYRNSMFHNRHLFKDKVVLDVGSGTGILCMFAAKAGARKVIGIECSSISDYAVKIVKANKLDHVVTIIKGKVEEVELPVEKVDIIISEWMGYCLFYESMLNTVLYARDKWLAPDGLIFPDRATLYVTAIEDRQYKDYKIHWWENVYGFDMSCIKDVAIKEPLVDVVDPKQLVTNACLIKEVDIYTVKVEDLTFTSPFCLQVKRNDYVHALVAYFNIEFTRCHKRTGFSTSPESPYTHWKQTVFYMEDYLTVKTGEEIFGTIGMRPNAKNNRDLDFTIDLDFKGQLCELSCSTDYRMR
rCAG RNA binder = binds r(CAG) RNA repeats; AID 651821; inhibition, % at 3 µM; hit rate 1.3% among 370,000; r(CAG) RNA repeat, TO-PRO-1 dye displacement fluorescence;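 active = inhibition above the plate cutoff, the mean of all test compounds on that plate plus 3 SD, cut at about 35% in these data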;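 also: 0% = DMSO alone and 100% = 100 µM mitoxantrone as full dye displacement; higher means more dye released from RNA so lower well fluorescence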
NR1D1 modulator = Rev-erb alpha (human) modulation; P20393; hit rate 0.79% among 370,000; activity, % at 10 µM; AID 1259318; Rev-erbα–FITC-DNA binding, fluorescence polarization, 90 min;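 active = activity above about 14%, limit read from the data; passing the limit was not always enough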;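 also: 0% = DMSO wells with 35 nM protein and 100% = DMSO wells with 750 nM protein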
SIAE primary = blocks human sialic acid acetylesterase | Q9HAT2 | SIAE FP-Rh probe binding, fluorescence polarization | inhibition, % at 9.66 µM | hit rate 0.69% among 370,000;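 active = inhibition above a cutoff: mean of compounds within the control limits plus 3 SD of those, cut at about 17% in these data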;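 also: 0% = plate median of compound wells and 100% = probe without SIAE protein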
Target sequence (Q9HAT2 whole entry, looked up): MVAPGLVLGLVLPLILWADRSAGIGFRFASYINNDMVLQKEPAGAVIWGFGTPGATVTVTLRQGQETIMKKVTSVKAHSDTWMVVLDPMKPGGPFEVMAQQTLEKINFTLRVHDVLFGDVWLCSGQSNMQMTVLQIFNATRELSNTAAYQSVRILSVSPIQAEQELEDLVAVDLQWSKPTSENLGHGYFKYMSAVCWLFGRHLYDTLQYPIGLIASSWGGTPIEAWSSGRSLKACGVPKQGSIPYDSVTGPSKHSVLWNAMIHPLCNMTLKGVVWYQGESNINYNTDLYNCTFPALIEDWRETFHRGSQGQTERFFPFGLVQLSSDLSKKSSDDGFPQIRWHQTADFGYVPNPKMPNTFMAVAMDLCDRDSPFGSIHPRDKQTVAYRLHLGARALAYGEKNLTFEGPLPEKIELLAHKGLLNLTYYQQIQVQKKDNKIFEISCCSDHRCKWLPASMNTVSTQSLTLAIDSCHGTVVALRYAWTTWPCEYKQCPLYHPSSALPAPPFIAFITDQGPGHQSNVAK
The depositor's hits bear a star; nt = not tested or not shown. An excerpt; rates above refer to the full screens.

SMILES	HTRA1 inh	TCR CD3 inh	LEDGF integ inh	TDP2 absorb	ABHD4 inh	PG9 Ab binder	PRMT1 inh	rCAG RNA binder	NR1D1 modulator	SIAE primary
O=C(NC(c1ccc(Cl)cc1)c1ccccn1)C1CCN(CCOc2ccc(Cl)cc2Cl)CC1 (stereo not given)	nt	2	-3	6	14	-1.2	2	3	-1	-6
COC(=O)CCCC[C@@H]1O[C@H](CCc2ccccc2)CC2=C1C(=O)OC(C)(C)O2	nt	-2	-3	-4	-6	-0.5	0	2	0	-2
NS(=O)(=O)c1ccc(NC(=O)CSc2nc(Nc3ccccc3)nc(N3CCOCC3)n2)cc1	-11	6	1	12	-11	0.3	-4	15	-1	-2
Clc1ccc(CNc2ncccn2)cc1	6	-5	-5	-9	-3	-1.2	7	-1	2	-6
O=C(O)c1ccc(CSc2nnnn2C2CCCCC2)cc1	9	-4	1	6	2	0.5	1	0	-3	-5
Cc1ccc(Nc2nc(C)c3c(n2)CC(C)CC3=O)c(C)c1 (stereo not given)	0	6	-1	13	4	-1.6	1	-6	-1	-2
O=C(O)c1n[nH]nc1-c1ccccc1	1	-4	-3	0	3	0.7	7	-1	-3	1
CCOC(=O)c1c(NC(=O)c2ccco2)n(C2CCCCC2)c2nc3ccccc3nc12	0	13	8	60*	5	2.9	16	4	-2	-4
Cn1cccc1CN1CCC[C@]2(N[C@H](c3ccc(C(F)(F)F)cc3)[C@@H]3C(=O)N(Cc4ccccc4)C(=O)[C@@H]32)C1=O	1	-5	2	3	3	-0.9	4	15	-2	1
COc1cc(NC(=O)c2ccccc2Cl)ccc1NC(=O)c1cccs1	-5	1	-2	12	-10	0.4	2	0	-3	11
Cc1noc(C)c1COC(=O)[C@H](C)NS(=O)(=O)c1ccc(Cl)c(Cl)c1	-7	-1	-1	-10	-5	-1.1	1	-1	6	11
CCOc1cc(S(=O)(=O)N2CCN(c3ccc(F)cc3)CC2)c(OCC)cc1-n1cnnn1	-6	-8	0	-18	-9	-1.5	-1	2	4	0
CC(C)CC(=O)Nc1cccc(-c2nc3ccccc3[nH]2)c1	-9	1	-4	-2	-3	0.1	-1	-4	2	-4
O=C(CCCc1ccccc1)NCCCc1ccccc1	-2	-6	-2	18	-2	-1.7	0	-5	5	-2
Cc1ccc(C(=O)Nc2nccs2)cc1S(=O)(=O)N1CCCCC1	-8	5	1	-6	1	0.1	1	1	3	0
Cc1ccc(C(=O)CNc2cc(C)ccc2C)cc1	1	4	-1	-1	2	-1.9	2	0	4	5
O=C(Nc1ccccc1C(=O)NCCCn1ccnc1)c1ccc(Cl)cc1Cl	2	0	2	-8	-4	1.8	-3	-1	8	-3
COc1ccc(C(C)C)cc1S(=O)(=O)Nc1ccncc1	2	2	4	-5	2	-0.3	0	-2	4	7
Cc1nnc(SCC(=O)Nc2ccc3c(c2)OCCO3)n1CC1CCCO1 (stereo not given)	-1	-5	0	0	-15	2.3	2	2	1	-6
Nn1c(SCC(=O)Nc2ccc(N3CCOCC3)cc2)nnc1-c1ccccc1F	-6	8	-2	9	5	-1.3	-3	2	-8	5
O=C(NCCCN1CCCCCC1)C1CC(=O)N(C2CCCC2)C1 (stereo not given)	0	0	0	6	3	-2.1	0	-4	-2	3
CC(C)NS(=O)(=O)c1ccc(OCC(=O)Nc2ccc3c(c2)OCCO3)cc1	3	-2	1	-6	2	0.5	1	-3	4	3
COc1ccc(CNC(=O)C(=O)NCC2OCCCN2S(=O)(=O)c2cccs2)cc1 (stereo not given)	3	1	1	-8	1	-3.6	1	3	-3	5
COC(=O)[C@@]1(Cc2ccccc2)[C@H]2C(=O)N(C)C(=O)[C@H]2[C@H]2CN=C(SCc3ccccc3)N21	-1	-6	-1	-7	5	2.1	3	0	3	3
COCc1nnc(NC(=O)c2cc(C(=O)OC)cc([N+](=O)[O-])c2)s1	-3	-4	1	-9	4	0.8	1	7	0	-5

Shown in markdown: part of the list above.
| compound | HTRA1 inh | TCR CD3 inh | LEDGF integ inh | TDP2 absorb | ABHD4 inh | PG9 Ab binder | PRMT1 inh | rCAG RNA binder | NR1D1 modulator | SIAE primary |
| --- | --- | --- | --- | --- | --- | --- | --- | --- | --- | --- |
| COc1cc(NC(=O)c2ccccc2Cl)ccc1NC(=O)c1cccs1 | -5 | 1 | -2 | 12 | -10 | 0.4 | 2 | 0 | -3 | 11 |
| CCOc1cc(S(=O)(=O)N2CCN(c3ccc(F)cc3)CC2)c(OCC)cc1-n1cnnn1 | -6 | -8 | 0 | -18 | -9 | -1.5 | -1 | 2 | 4 | 0 |

Next section:
SMILES	HTRA1 inh	TCR CD3 inh	LEDGF integ inh	TDP2 absorb	ABHD4 inh	PG9 Ab binder	PRMT1 inh	rCAG RNA binder	NR1D1 modulator	SIAE primary
CC1CCN(c2ccc(-c3cccs3)nn2)CC1	2	0	5	11	6	-1.2	-3	-2	6	-4
CC(C)Oc1ccc(N2CC(C(=O)Nc3ccc(N4CCOCC4)cc3)CC2=O)cc1 (stereo not given)	8	-3	-9	-12	-2	-0.8	-3	1	5	-10
O=C(OCC(=O)c1ccc[nH]1)c1ccc(F)c(S(=O)(=O)N2CCOCC2)c1	1	1	-1	-3	4	-0.1	-2	6	2	-8
CC1CCC2(CC1)C(Nc1cccc(Cl)c1)=NC(=S)N2CC#N (stereo not given)	-30	0	2	-6	-5	0.8	-3	-7	-4	-7
Cc1ccc(C)c(CN2CCN(c3ncccn3)CC2)c1	0	-1	-7	3	7	0.3	3	0	4	-1
O=C(NC1CSCC1OC(=O)c1ccccc1)c1ccccc1 (stereo not given)	0	-1	-1	-1	-5	-0.4	-5	-3	1	4
CCOC(=O)C[C@H]1c2ccccc2S(=O)(=O)N1Cc1cccc(C(F)(F)F)c1	-11	4	2	-7	-4	2.5	0	-8	4	1
Cc1c(C(=O)N2CCN(c3ccc(C(F)(F)F)cn3)CC2)oc2ccccc12	-29	2	-4	-3	4	1.8	-3	-6	1	-4
COc1ccc(CC(C(=O)Nc2cc(C)ccc2C)/C(N)=N/O)cc1 (stereo not given)	4	7	2	6	0	0.2	-1	1	0	7
CC1CCCc2sc3nc(N4CCN(CCO)CC4)n4ncnc4c3c21 (stereo not given)	-2	2	-3	-8	-1	-0.1	-1	-3	1	-12
O=C(CSC(=S)N1CCCC1)N/N=C/c1c(O)[nH]c(=S)[nH]c1=O	-11	-8	6	-9	8	-0.8	14	3	11	-11
COC[C@H]1CCCN1c1ccc2c(c1)O[C@H](COCc1ccccc1)CN([C@H](C)c1ccccc1)S2(=O)=O	nt	9	1	2	0	-0.5	-3	5	0	-6
COc1cc2c(cc1OC)-c1nncn1C(C)(C)C2	-4	5	-1	-7	6	-0.3	0	0	2	1
O=C(CSc1cccc(C(F)(F)F)c1)Nc1nnc(C2CC2)s1	-1	-3	3	-7	-4	-3.0	-5	1	-9	1
Cc1ncc(CO)c(CNc2ccc(Oc3ccccc3)cc2)c1O	7	-3	-2	9	6	-2.2	1	6	0	9
O=C(NCc1ccccc1)c1cc(C2CCCCN2C(=O)CCc2ccccc2)on1 (stereo not given)	nt	-6	-4	1	1	0.0	1	-1	5	9
COC(=O)c1sc(NC(=O)CSc2nnnn2-c2cccc(OC)c2)nc1C	-1	-3	-7	-4	-7	4.0	11	7	8	-5
O=C1C=C(c2cc3ccccc3o2)C[C@@H](c2ccc(F)cc2)C1	-64	-4	2	-3	-1	0.1	-2	1	0	-10
CC1=C(C(=O)N2CCCCCC2)CC(CC(=O)NCCc2ccccn2)C(=O)N1Cc1ccc(C(C)(C)C)cc1 (stereo not given)	nt	-4	-4	10	0	0.0	-1	0	-7	-3
COC(=O)c1ccc(-c2noc(CN(Cc3ccncc3)CC3CCCO3)n2)cc1 (stereo not given)	-14	-7	3	-3	-4	2.7	-1	-4	1	2
CCCCC(=O)NNC(=O)N1c2ccccc2Sc2ccccc21	9	5	-1	-1	9	-1.8	5	-1	-3	0
NC(=O)c1ccc(N2CCC(C(N)=O)CC2)c([N+](=O)[O-])c1	0	3	0	-13	0	-0.5	-2	0	-1	-4
COC(=O)N1c2ccccc2CCc2ccccc21	15	-4	5	-7	0	0.4	-2	-4	10	7
C=CCOc1ccc(/C(O)=C2\C(=O)C(=O)N(CCN(C)C)C2c2cccs2)cc1 (stereo not given)	-7	0	1	-1	5	-0.8	2	-1	29*	4
O=C(c1ccc(N2CCN(C(=O)c3ccccc3Br)CC2)cc1)c1cccc(F)c1	-15	5	5	-2	-5	0.4	-3	-3	1	-8
CCOc1ccc(NC(=O)C2CCN(C(=O)NCc3ccccc3)CC2)cc1	-2	1	0	2	2	-0.3	-2	-8	-4	0
CCCc1nc2ccccc2c(=O)n1N	4	7	1	-1	2	0.5	-3	-2	15	4
COc1ccc(N(C(=O)c2ccco2)C(C(=O)NC2CCCC2)c2cccs2)cc1OC (stereo not given)	9	-9	0	-1	4	-2.6	6	-5	2	5
CC(=O)c1ccc(Nc2nc(C)cc(C)n2)cc1	-9	11	1	-5	1	-0.5	-2	0	-2	-3
Cc1[nH]c2ccccc2c1CCO	2	1	0	-3	6	-0.8	-1	0	1	-1

Shown bar-delimited: entries from further up
Molecule | HTRA1 inh | TCR CD3 inh | LEDGF integ inh | TDP2 absorb | ABHD4 inh | PG9 Ab binder | PRMT1 inh | rCAG RNA binder | NR1D1 modulator | SIAE primary
CC1CCC2(CC1)C(Nc1cccc(Cl)c1)=NC(=S)N2CC#N (stereo not given) | -30 | 0 | 2 | -6 | -5 | 0.8 | -3 | -7 | -4 | -7
Cc1ccc(C)c(CN2CCN(c3ncccn3)CC2)c1 | 0 | -1 | -7 | 3 | 7 | 0.3 | 3 | 0 | 4 | -1
O=C(NC1CSCC1OC(=O)c1ccccc1)c1ccccc1 (stereo not given) | 0 | -1 | -1 | -1 | -5 | -0.4 | -5 | -3 | 1 | 4
CCOC(=O)C[C@H]1c2ccccc2S(=O)(=O)N1Cc1cccc(C(F)(F)F)c1 | -11 | 4 | 2 | -7 | -4 | 2.5 | 0 | -8 | 4 | 1
Cc1c(C(=O)N2CCN(c3ccc(C(F)(F)F)cn3)CC2)oc2ccccc12 | -29 | 2 | -4 | -3 | 4 | 1.8 | -3 | -6 | 1 | -4
COc1ccc(CC(C(=O)Nc2cc(C)ccc2C)/C(N)=N/O)cc1 (stereo not given) | 4 | 7 | 2 | 6 | 0 | 0.2 | -1 | 1 | 0 | 7
CC1CCCc2sc3nc(N4CCN(CCO)CC4)n4ncnc4c3c21 (stereo not given) | -2 | 2 | -3 | -8 | -1 | -0.1 | -1 | -3 | 1 | -12
O=C(CSC(=S)N1CCCC1)N/N=C/c1c(O)[nH]c(=S)[nH]c1=O | -11 | -8 | 6 | -9 | 8 | -0.8 | 14 | 3 | 11 | -11
COC[C@H]1CCCN1c1ccc2c(c1)O[C@H](COCc1ccccc1)CN([C@H](C)c1ccccc1)S2(=O)=O | nt | 9 | 1 | 2 | 0 | -0.5 | -3 | 5 | 0 | -6
COc1cc2c(cc1OC)-c1nncn1C(C)(C)C2 | -4 | 5 | -1 | -7 | 6 | -0.3 | 0 | 0 | 2 | 1
O=C(CSc1cccc(C(F)(F)F)c1)Nc1nnc(C2CC2)s1 | -1 | -3 | 3 | -7 | -4 | -3.0 | -5 | 1 | -9 | 1

Screening data: PubChem BioAssay, several laboratories
